# Bioassay records from PubChem BioAssay.
# SENP8 block-1: inhibitors of human SENP8 protease. Q96LD8. purified SENP8, Z-RLRGG-aminoluciferin cleavage, luminescence. inhibition, % at 10 µM. 330,000 tested, 1.2% active. AID 2540; in the data active = inhibition above about 50%
# SENP1 FRET inh: SENP1 (human) catalytic domain inhibition; 360,000 tested, 0.21% active; recombinant SENP1 catalytic domain, CyPet-SUMO1-YPet FRET cleavage; inhibition, % at 10 µM; Q9P0U3;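 active = inhibition at least 30% at 10 µM, raw YFP signal under a set limit, fluorescence ratio 0.5 to 1.5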;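 also: 0% = enzyme with DMSO and 100% = no enzyme wells; some results filed as inactive read as strong as hits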
#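 Test system: recombinant human SENP1 catalytic domain, His6-tagged / Medium: pH 8 Tris buffer with EDTA, NaCl, BME, BSA, NP40, catalase / Also added: SUMO1 FRET substrate flanked by Cypet and Ypet, 25 nM / Times: 50 min reaction at room temperature / Signal: FRET, CFP and YFP emission / Control set: no-enzyme low control and enzyme-plus-DMSO high control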
# NLRP3 yeast inh: NALP3 inhibition in yeast. inhibition, % at 10 µM. Yeast reconstituted NLRP3/ASC/caspase-1, beta-gal luminescence, 24 h. 330,000 tested, 0.39% active;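 active = inhibition of 50% or more; inactive = inhibition below 50%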;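 also: plate controls were induced DMSO wells for no effect and uninduced yeast grown without galactose for full effect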
# SENP6 block: SENP6 protease inhibition; inhibition, % at 10 µM; 330,000 tested, 1.8% active; Q9GZR1; Recombinant SENP6 catalytic domain, aminoluciferin luminescence;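 active = inhibition above about 50% at the single tested dose, limit read from the data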;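 also: plate controls were DMSO wells with enzyme for no effect and DMSO wells lacking enzyme for full effect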
# PfG6PD inh: PfG6PD (Plasmodium falciparum) enzyme inhibition | PfGluPho enzyme, NADPH resazurin-diaphorase fluorescence | inhibition, % at 20 µM | 350,000 tested, 0.78% active | AID 504690;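 active = inhibition reaching at least a set limit at 20 µM in the primary screen, cut at about 59% in these data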;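 also: 0% = DMSO wells with substrate and 100% = DMSO wells lacking glucose-6-phosphate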
# SENP7 block: SENP7 protease inhibition; Q9BQF6; recombinant SENP7, Z-RLRGG-aminoluciferin luminescence, 40 min; inhibition, % at 5 µM; 330,000 tested, 1.5% active; AID 434973;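 active = inhibition above about 50% at the single test dose, limit read from the data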;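 also: plate controls were DMSO with enzyme for no effect and no enzyme buffer wells for full effect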
# SENP8 block-2: inhibitors of human SENP8 protease; Q96LD8; recombinant SENP8, Nedd8 substrate fluorescence; inhibition, % at 20 µM; 360,000 tested, 0.64% active; AID 602440; in the data active = inhibition mostly above about 40%, no sharp cut-off; inactive = mostly below about 27%
# Apaf-1 inh: human Apaf-1 inhibition; inhibition, % at 20 µM; O14727; reconstituted apoptosome caspase-3 activity, DEVD-Rh110 fluorescence; 330,000 tested, 0.71% active; active = inhibition of at least 40% at 20 µM;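 also: plate controls were DMSO wells for no effect and DEVD-CHO caspase inhibitor wells for full effect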
#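 Medium: Hepes buffer, pH 7.5 / System: biochemical Apaf-1 apoptosome reconstitution / Measured by: Rh110 fluorescence, excitation 480 nm, emission 540 nm / Times: compound with Apaf-1, dATP, procaspase-3 30 min, then 50 min reaction, room temperature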
# HKDC1 inhibitor: blocks human hexokinase HKDC1 activity; AID 493160; Q2TB90; 340,000 tested, 0.16% active; recombinant HKDC1, G6PDH/diaphorase resazurin coupled fluorescence; inhibition, % at 20 µM;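 active = inhibition above about 35% when tested at 20 µM, limit read from the data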;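 also: plate controls were DMSO wells with enzyme for no effect and DMSO wells lacking enzyme for full effect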
#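 Material – in-house recombinant HK5 (HKDC1) enzyme · Quantity – HKDC1 at 5 µg/mL · Buffer or medium – pH 8.0 Tris buffer with 10 mM MgCl2 · Reagent – glucose with 1 mM ATP · Dosing – single 20 µM dose · Times – reaction time 90 min, room temperature, protected from light · Technique – resorufin fluorescence at 613 nm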
# Numbers without * were called inactive; i = inactive; · = no result given. A portion of the library; rates above refer to the full screens.
SMILES,SENP8 block-1,SENP1 FRET inh,NLRP3 yeast inh,SENP6 block,PfG6PD inh,SENP7 block,SENP8 block-2,Apaf-1 inh,HKDC1 inhibitor
COC(=O)C1=C(c2cc3ccccc3o2)C[C@@H]2CC[C@H]1N2C(=O)NC1CCCCC1,-3,1,-7,-13,13,1,12,8,6
C1CC2OC2CC1C1CO1 (stereo not drawn),-7,0,5,-15,-9,0,3,4,-6
CN(C)C(Cc1ccccc1)C(=O)c1c[nH]c2ccccc12 (stereo not drawn),-13,-21,32,-21,-3,-1,4,5,-1
C=CCn1c(O)c(C=NCCCOc2ccc(CC)cc2)c(=O)[nH]c1=S,-6,-3,0,-9,-5,-6,5,14,-8
C=CCCC1(CC(C)C)C(=O)NC(=S)NC1=O,·,-2,·,·,12,·,4,·,-3
c1ccc(CN2CCNCC2)nc1,-5,4,11,13,-5,2,12,-2,-4
Fc1cccc(F)c1CN1CCN(Cc2c(F)cccc2F)CC1,2,0,-5,1,-12,0,3,-4,-6
CCOP(=O)(OCC)C(NC(=O)c1cccc2ccccc12)C(Cl)(Cl)Cl (stereo not drawn),7,0,2,2,-15,1,7,6,5
CC12CC(c3ccccc3O1)C(C(=O)OCc1ccccc1)C(=O)N2 (stereo not drawn),1,3,-3,-3,-5,5,27,10,-2
O=c1c2ccc(Cl)cc2[nH]c(=S)n1-c1cccnc1,7,3,17,-4,-16,8,9,-14,-5
C[C@]12CCC3C(CC[C@H]4C[C@@H](O)CC[C@]34C)[C@H]1C=CC2=O (stereo partly drawn),1,-1,55*,-7,2,2,9,4,-1
O=C(c1ccc(N2CCCCC2)c([N+](=O)[O-])c1)N1CCC2(CC1)OCCO2,-3,2,-3,-7,2,-5,17,-7,2
C=COCCn1c(C)c(C(=O)OCC)c2cc(O)ccc21,1,-5,18,2,-12,3,-149,-1,3
C=CCOC(=O)COc1cc(C)cc2oc(=O)c3c(c12)CCC3,4,1,9,-6,-13,4,-119,4,4
CCOC(=O)C1(CCc2ccccc2)CCN(Cc2cccc3cnccc23)CC1,-3,0,14,-2,5,-7,25,15,9
Cc1oc(-c2ccccc2F)nc1CS(=O)CC(=O)N1CCC2(CC1)OCCO2 (stereo not drawn),-2,0,10,1,-9,2,12,3,-2
O=C1NC(=O)N(Cc2ccc(F)cc2)C(=O)/C1=C\c1ccc(N2CCCC2)cc1,1,-4,31,3,3,4,2,9,25
Cc1cc(/C=C2\C(=O)NC(=O)N(c3ccc(Cl)cc3)C2=O)c(C)n1-c1sc2c(c1C#N)CCCC2,-5,-16,-7,-11,10,-13,-16,16,69*
COc1ccc(CCn2c(O)c(/C=N/NC(=O)c3ccncc3)c(=O)[nH]c2=O)cc1OC,-4,-58,-1,6,-4,-6,-220,-6,-11
CC[C@@H](CO)NC(=O)[C@@H]1C=C2c3cccc4[nH]cc(c34)C[C@H]2N(C)C1,·,-26,·,·,25,·,-379,·,-2
O=C1NC(=O)C(=Cc2cccc(OCCOc3ccccc3)c2)C(=O)N1,5,0,27,6,15,-1,14,4,3
COc1ccc(OCC(=O)N2CCN(CC3CC4C=CC3C4)CC2)cc1 (stereo not drawn),-1,-1,21,-25,0,0,16,-8,-5
COc1ccc(Cc2c(O)[nH]c(=S)[nH]c2=O)cc1,-8,2,3,-24,-26,-8,0,-1,-2
CCC(C)n1c(O)c(C=NCCc2ccccc2)c(=O)[nH]c1=S (stereo not drawn),-2,1,3,-8,13,2,26,4,2
Cc1cccc(NP(=O)(Oc2ccccc2F)Oc2ccccc2F)c1,·,3,·,·,14,·,6,·,-1
Cc1cccc(-n2c(-c3ccco3)nc3ccccc3c2=O)n1,-1,-1,14,-6,-6,-8,1,-8,-5
c1ccc(N2C3C4CC(C5CCCC54)C32)cc1 (stereo not drawn),·,1,·,·,-3,·,3,·,0
CC(Cc1cccs1)NCc1ccccc1 (stereo not drawn),-3,2,-4,3,-6,5,14,6,-6
COc1cc(O)cc2c1cc([N+](=O)[O-])c1c(C(=O)O)cc3c(c12)OCO3,2,-19,18,-1,42,6,11,-1,36*
CN(C)CP(=O)(O)CN(C)C=O,-3,0,19,-18,-15,5,13,3,-10
COc1cc2c(c(OC)c1OC)-c1ccc(SC)c(=O)cc1C(NC(C)=O)CC2 (stereo not drawn),·,-1,·,·,-1,·,-4,·,0
Cc1ccc(N2C(=O)NC(=O)/C(=C/c3cnc(-c4ccccc4)nc3)C2=O)cc1C,-6,-2,1,-11,1,3,3,6,14
CCCCn1c(O)c(C=NCCCN(CC)CC)c(=O)[nH]c1=O,-2,2,5,3,-6,0,11,-5,-4
CC1(C)CN=C(Nc2ccc(F)c(F)c2)S1,-5,-1,15,-10,-9,9,11,0,-6
CC(C#N)CCC#N (stereo not drawn),-3,-1,-5,4,4,-7,2,-4,-5
Cc1cc(=O)oc2c(C)c(OCC(=O)N3CCC(C(=O)O)(c4ccccc4)CC3)ccc12,3,-1,4,0,-3,0,-178,3,-5
CCN(CC)C(=O)c1ccc(NC(=O)c2ccc3c(c2)NC(=O)CS3)cc1,-4,1,18,8,1,-1,-1,1,-1
Cc1cc(OCCCC(=O)NCc2cccs2)ccc1Cl,-3,1,33,-4,9,-3,-9,11,-8
O=C1C2CCCN2C(c2ccc(Cl)c(Cl)c2)N1c1ccccn1 (stereo not drawn),-3,0,-3,1,-9,-5,1,1,-2
Cc1ccccc1NC1(C#N)CCCCC1,-1,-3,26,-11,-16,1,4,-7,-12

# Results in PfG6PD inh, SENP8 block-2 and SENP1 FRET inh, for five of the compounds above:
canonical_smiles | PfG6PD inh | SENP8 block-2 | SENP1 FRET inh
CC1(C)CN=C(Nc2ccc(F)c(F)c2)S1 | -9 | 11 | -1
Cc1ccc(N2C(=O)NC(=O)/C(=C/c3cnc(-c4ccccc4)nc3)C2=O)cc1C | 1 | 3 | -2
Cc1cc(OCCCC(=O)NCc2cccs2)ccc1Cl | 9 | -9 | 1
Cc1ccccc1NC1(C#N)CCCCC1 | -16 | 4 | -3
CC(C#N)CCC#N (stereo not drawn) | 4 | 2 | -1

# New compounds follow
SMILES,SENP8 block-1,SENP1 FRET inh,NLRP3 yeast inh,SENP6 block,PfG6PD inh,SENP7 block,SENP8 block-2,Apaf-1 inh,HKDC1 inhibitor
O=C(COc1ccccc1)NCCc1cnc[nH]1,-14,3,16,-10,9,1,17,5,1
CN(C)C(=O)Oc1ccc2ccccc2c1Cl,-3,2,30,11,12,-5,5,3,-5
N#CC(C#N)=Cc1ccc(-c2ccccc2)o1,-2,·,73*,-2,·,-9,·,0,·
Cc1ccsc1C(=O)C1CCCN(Cc2cn(C)nc2C)C1 (stereo not drawn),3,0,10,-11,-9,-8,22,-15,-5
O=c1c(C=Nc2cccnc2Cl)c(O)n(CCCCl)c(=O)n1C1CCCCC1,-15,-133,6,2,7,-8,-141,4,8
CCOP(=O)(Cc1cc(C#N)oc1C)OCC,-3,-1,-3,-14,-16,10,16,0,12
CN1C(=O)C(=Cc2ccc(OCCN(C)c3ccccn3)cc2)C(=O)N(C)C1=O,-11,0,23,-3,-13,-4,3,16,-9
O=C(CNC(=O)OCc1ccccc1)Nc1ccc(Br)cc1C(=O)c1ccccc1Cl,4,1,3,-44,4,-1,6,11,9
CCOC(=O)CC(SP1(=S)OCC2(CCCCC2)CO1)C(=O)OCC (stereo not drawn),·,2,·,·,10,·,13,·,-5
Cc1nc2c(c(=O)[nH]1)C(c1ccccc1Cl)c1c(c3ccccc3oc1=O)O2 (stereo not drawn),-4,·,10,-12,-1,8,·,-19,4

# As entered above:
# Value of `COc1ccc(Cc2c(O)[nH]c(=S)[nH]c2=O)cc1` under SENP8 block-2: 0
# Value of `Cc1ccc(N2C(=O)NC(=O)/C(=C/c3cnc(-c4ccccc4)nc3)C2=O)cc1C` under SENP1 FRET inh: -2

# Continuation.
SMILES,SENP8 block-1,SENP1 FRET inh,NLRP3 yeast inh,SENP6 block,PfG6PD inh,SENP7 block,SENP8 block-2,Apaf-1 inh,HKDC1 inhibitor
Cn1c(O)c(C=NCCOc2ccc(Cl)cc2)c(=O)n(C)c1=O,-7,0,19,-12,3,-10,31,16,-6
C=CCN(c1ccc(C(=O)N(CC)CC)cc1)S(C)(=O)=O,-5,0,11,-7,-15,4,35,-7,3
O=c1[nH]c(=O)n(C2CCCCCC2)c(O)c1C=NC1CCN(Cc2ccccc2)CC1,-3,-11,14,-15,16,-2,36,21,2
COC(=O)C1=C(c2ccc(OCc3ccccc3)cc2)C[C@@H]2CC[C@H]1N2C(=O)NCc1ccccc1,7,-1,15,2,20,6,16,14,-1
C[C@H]1C/C=C/[C@H]2[C@H](O)[C@H](C)[C@@](C)(O)[C@H]3[C@H](Cc4ccccc4)NC(=O)[C@]32[C@H](O)/C=C/[C@](C)(O)C1,-16,-1,-2,-14,9,6,-5,-3,-5
O=C1NC(=S)NC(=O)C12C(c1ccccc1)NC(=S)NC2c1ccccc1 (stereo not drawn),11,3,6,-3,-11,4,13,-6,20
Fc1cccc(CN2CCN(c3ccc(Cl)cc3)CC2)c1,-3,1,1,-17,3,1,8,11,-3
N#CCCn1cc(C(=O)Nc2ccccc2Cl)c(-c2ccc(F)cc2)n1,-6,1,1,-19,-6,-11,6,8,-4
CC(C)Cc1[nH]c(=O)c(C#N)c2c1CCC2,5,3,-1,-8,-8,4,i,-5,-5
Cc1cc(=O)oc2c(C)c(OCC(=O)N3CCN(Cc4ccccc4)CC3)ccc12,-3,-5,3,-3,2,-2,-118,8,3
COc1ccc2c(C)c(CC(=O)N3C[C@H]4C[C@@H](C3)c3cccc(=O)n3C4)c(=O)oc2c1C,1,-40,4,1,-4,9,-252,8,6
COc1cccc(CN2CCN(C(=O)Cc3ccccc3OC)CC2)c1,-16,1,14,1,-21,7,12,-4,0
COC(=O)C1=C(c2ccc(-c3ccccc3)c(F)c2)C[C@@H]2CC[C@H]1N2C(=O)NCc1cc(C)oc1C(F)(F)F,0,1,15,7,10,0,-3,24,1
N[C@H](CO)Cc1ccccc1,·,1,·,·,-5,·,10,·,-7
Cc1ccc(C)c(OCc2cc(C(=O)N3C[C@H]4C[C@@H](C3)c3cccc(=O)n3C4)no2)c1,-3,1,8,0,5,3,-22,-1,7
O=c1c2cc(Cl)cc(Cl)c2nc(CN2CCOCC2)n1-c1ccccc1F,2,1,-10,-3,-3,7,31,18,1
CC1=Nc2ccccc2/C1=C/c1c(O)[nH]c(=O)[nH]c1=O,-2,1,12,15,5,4,4,-7,8
CC12CC(O)C3C(CCC4=CC(=O)CCC43C)C1CCC2=O (stereo not drawn),·,0,·,·,3,·,9,·,-3
O=C(CCc1nnc2ccc(NCc3ccc(F)cc3)nn12)N1CCC2(CC1)OCCO2,3,1,3,3,0,3,-12,2,-1
CC(C(=O)c1c[nH]c2ccccc12)N1CCc2ccccc2C1 (stereo not drawn),9,37,28,-15,-5,7,-8,16,-8
OC(Cn1c2ccccc2c2ccccc21)C[n+]1cccc2ccccc21 (stereo not drawn),-8,2,23,11,-6,-10,17,1,-23
CC(=NCCO)c1c(O)n(C)c(=O)n(C)c1=O,5,1,-1,-31,1,8,8,-7,-12
C=CCN1C(=O)NC(=O)C(Cc2ccc(OC)c(OC)c2)C1=O (stereo not drawn),1,-1,0,-2,18,-4,13,i,12
NC(CC(=O)O)C1CCCCC1 (stereo not drawn),-5,·,-2,-3,·,1,·,-5,·
